# Pol iota inh = blocks human DNA polymerase iota activity; Q9UNA4; Pol iota fluorescent replication assay, 10 min; Potency, µM (series often up to 115 µM), for the others: top-dose activity, negative = inhibition, hits mostly inhibitors; 1% of 390,000 active
#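 Pol iota at 10 nM preincubated 15 min with compounds at room temperature; reaction started with fluorescent substrate, 50 nM final. Fluorescence read kinetically at 0 and 10 min; buffer-only wells as negative control.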
# Pin1 inhibitor = blocks the human prolyl isomerase Pin1; 0.009% of 390,000 active; Q13526; Pin1 FP peptide displacement, HiFluor488, 10 min; Potency, µM (top dose mostly 115 µM), for inactives: at the highest dose activity, negative = inhibition, most hits filed as inhibitors; active = well fitted inhibition curve with a large enough effect in the polarisation, with a control signal flat, not every such curve was filed as active; inconclusive = small, poorly fitted or top-dose-only effect, or effect the other way, or a change in a side signal; inactive = no such curve, though single readings can be large or run the other way; the % refers to the polarisation; also: % is scaled to controls: 0 for no effect and ±100 for the full control effect
# Target sequence (Q13526 whole entry, looked up): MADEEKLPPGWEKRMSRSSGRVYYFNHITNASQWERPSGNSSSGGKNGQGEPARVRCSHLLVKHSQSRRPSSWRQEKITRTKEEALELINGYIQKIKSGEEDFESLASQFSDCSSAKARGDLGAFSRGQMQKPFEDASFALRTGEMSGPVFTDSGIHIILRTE
# GLS inh = glutaminase GLS (human) inhibition | GLS enzymatic activity, qHTS titration | 0.21% of 410,000 active | AID 624170 | Potency, µM (titrated, usually from 45.5 µM), for inactives: at the highest dose activity change, negative = inhibition, hits mostly inhibitors; also: % is scaled to controls: 0 for no effect and ±100 for the full control effect
# Target sequence (O94925 whole entry, looked up): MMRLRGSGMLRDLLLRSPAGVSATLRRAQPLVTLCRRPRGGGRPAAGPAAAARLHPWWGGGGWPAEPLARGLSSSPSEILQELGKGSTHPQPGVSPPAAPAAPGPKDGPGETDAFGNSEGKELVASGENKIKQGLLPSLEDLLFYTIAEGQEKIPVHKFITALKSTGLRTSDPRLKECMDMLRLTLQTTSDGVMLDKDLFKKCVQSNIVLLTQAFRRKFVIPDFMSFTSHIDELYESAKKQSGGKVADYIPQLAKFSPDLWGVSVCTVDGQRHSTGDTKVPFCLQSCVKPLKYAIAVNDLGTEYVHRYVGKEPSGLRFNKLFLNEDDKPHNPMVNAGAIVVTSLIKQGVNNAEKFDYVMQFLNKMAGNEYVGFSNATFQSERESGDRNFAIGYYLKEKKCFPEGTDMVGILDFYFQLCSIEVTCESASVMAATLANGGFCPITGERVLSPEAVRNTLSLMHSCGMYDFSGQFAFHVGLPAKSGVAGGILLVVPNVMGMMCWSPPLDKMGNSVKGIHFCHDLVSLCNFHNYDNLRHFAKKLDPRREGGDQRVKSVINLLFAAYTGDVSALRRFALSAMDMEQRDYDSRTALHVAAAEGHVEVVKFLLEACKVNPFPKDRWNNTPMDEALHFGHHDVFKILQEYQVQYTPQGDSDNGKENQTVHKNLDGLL
#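 Enzyme dispensed in phosphate buffer (45 mM, pH 8.2, 0.02% Tween-20), compounds pinned in, then 1 mM L-glutamine solution and the glutamate oxidase–HRP–Amplex Red mix added; fluorescence read immediately and again after 30 min at room temperature.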
# PGK inhibitor = T. brucei PGK inhibition. 0.043% of 380,000 active. Potency, µM (doses to about 57.5 µM), for the others: at the highest dose activity change, negative = inhibition, usual class: inhibitors. PGK/GAPDH coupled, Kinase-Glo luminescence, 60 min. P07378; also: % is scaled to controls: 0 for no effect and ±100 for the full control effect; nearly all actives have a fitted effect of over 60% in size
#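 Luminescent ATP detection (Kinase-Glo Plus) follows a 60-minute room-temperature incubation, with wells lacking PGK as controls. Buffer: 100 mM TEA (pH 7.6), 5 mM MgCl2, 0.01% Tween-20. Coupling enzyme GAPDH (100 nM final) supplies unstable 1,3-BPG in-well.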
# BLM inh = Bloom syndrome helicase (human) inhibition. AID 2528. 0.2% of 350,000 active. P54132. recombinant BLM DNA unwinding, fluorescence dequenching. Potency, µM (top dose mostly 56.1 µM), for inactives: top-dose activity change, negative = inhibition, most hits filed as inhibitors;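 also: plate controls were vehicle for no effect and no enzyme for full effect; nearly all actives have a fitted effect of over 35% in size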
# HP1b chromo inh = blocks HP1-beta chromodomain binding to methylated histone tails; Potency, µM (titrated, usually from 114 µM), inactives show top-dose activity change, negative = inhibition, actives largely listed as inhibitors; P83916; AlphaScreen HP1-beta / biotin-H3K9me3 peptide binding; AID 540317; 0.56% of 390,000 active; also: nearly all actives have a fitted effect of over 70% in size; inactives centre near 23
# Target sequence (P83916 whole entry, looked up): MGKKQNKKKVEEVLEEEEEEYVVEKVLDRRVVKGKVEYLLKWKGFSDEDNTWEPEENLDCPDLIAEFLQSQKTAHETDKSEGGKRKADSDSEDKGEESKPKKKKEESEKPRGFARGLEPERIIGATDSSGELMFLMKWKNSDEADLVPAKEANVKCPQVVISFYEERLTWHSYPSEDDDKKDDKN
#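 Compound inhibition of the preformed complex between 50 nM HP1-beta and 50 nM biotinylated H3K9me3 peptide was read by AlphaScreen. Buffer was PBS pH 7.4 with 0.01% Tween-20. Incubations ran 30 min at room temperature, with 10 ug/mL donor/acceptor beads.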
# JMJD2A Tudor = blocks the human JMJD2A Tudor domain; O75164; AlphaScreen JMJD2A-Tudor / H3K4me3 peptide binding; Potency, µM (doses to about 114 µM), for inactives: at the top dose activity change, negative = inhibition, most hits filed as inhibitors; 4.4% of 390,000 active; AID 504339; also: % is scaled to controls: 0 for no effect and ±100 for the full control effect; nearly all actives have a fitted effect of over 50% in size
# G9a block = blocks human histone lysine methyltransferase G9a; G9a H3K9 monomethylation, AlphaScreen, 2 h; Q96KQ7; 8.8% of 350,000 active; Potency, µM (series often up to 102 µM), for inactives: at the highest dose activity, negative = inhibition, actives largely listed as inhibitors; AID 504332; also: % is scaled to controls: 0 for no effect and ±100 for the full control effect; nearly all actives have a fitted effect of over 75% in size
#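 G9a (20 nM) was preincubated 15 min with compound, then reacted 2 h at room temperature with 500 nM biotin-H3K9 peptide and 20 µM SAM. Monomethyl-H3K9 detected by AlphaScreen using anti-H3K9me1 antibody.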
# BAZ2B block = blocks human BAZ2B; AlphaScreen BAZ2B-H3K14Ac peptide displacement; Potency, µM (series often up to 114 µM), for the others: top-dose activity change, negative = inhibition, actives largely listed as inhibitors; Q9UIF8; 4.4% of 360,000 active; also: % is scaled to controls: 0 for no effect and ±100 for the full control effect; nearly all actives have a fitted effect of over 60% in size
#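 BAZ2B (50 nM) with biotin-H3(5-23)K14Ac peptide (50 nM) in PBS pH 7.4, 0.01% Tween-20, preformed 30 min, then compound 30 min at room temperature; top concentration 110uM. AlphaScreen streptavidin donor/nickel chelate acceptor beads (10 ug/mL final), 20 min dark, signal read.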
# Starred values were filed as active, the others as inactive; i = inactive; ? = inconclusive; · = no result given; & = joins results of further samples; [ ] = another dose, or the depositor's remark. Unless noted, calls follow the shape of the dose curve; as a rule, active = well fitted curve in the direction sought with a large enough effect; inconclusive = small, poorly fitted or top-dose-only effect, or another doubt; inactive = no such curve, though single readings can be large; an effect the other way counts as inactive or inconclusive. Potency is read from the fitted curve at half-maximal effect. Only part of the results is shown. The share of hits here may be higher or lower than overall.
Pol iota inh	Pin1 inhibitor	GLS inh	PGK inhibitor	BLM inh	HP1b chromo inh	JMJD2A Tudor	G9a block	BAZ2B block	structure
13%	-9%	0%	8%	·	40%[activator]	-3%	·	·	CC1CCCN(C(=O)COC(=O)C2=COCCO2)C1 (stereo not given)
?	?	?	?	-1%&0%	32%&8%	-18%&-23%	27%	0%&-28%	O=C(Nc1cc(-c2ccccc2)sc1C(=O)O)c1cccc(F)c1
40%[activator]	-9%	-4%	-6%	-7%	13%	-18%	20%	-3%	COc1ccc(C(C(=O)NC2CCCCC2)N(Cc2ccco2)C(=O)c2snc(C(N)=O)c2N)cc1 (stereo not given)
-11%	1%	-2%	-2%	0%	22%	-5%	?	-31%	Cc1cc(C)cc(Nc2cc(C)nc3nc(-c4ccco4)nn23)c1
-26%	0%	-1%	-6%	·	24%	-7%	-15%[59 µM]	-4%	CCC(NC(=O)CSc1nnnn1C1CC1)c1ccc(Br)cc1 (stereo not given)
?	?	12%	0%	-7%	-4%	-26%	-13%[59 µM]	-6%	O=C(c1ccco1)N1CCN(c2ncnc3c2[nH]c2ccc(Br)cc23)CC1
19%	-2%	5%	-8%	-3%	?	7%	6%[12.7 µM]	-3%	O=C(Cn1c(C2CC2)nc2ccccc2c1=O)Nc1ccc(Br)cc1
-17%	2%	8%	i	-2%	-10%	?	?	?	COc1ccc(NC2c3ccccc3C(=O)N2Cc2ccco2)cc1OC (stereo not given)
-7%	5%	-25%	-2%	·	16%	-18%	·	·	CCC1CCc2sc(C(=O)N3CCN(c4ccccn4)CC3)cc2C1 (stereo not given)
5%	8%	-1%	4%	-2%	31%	-5%	-19%	8%	CS(=O)(=O)c1cccc(C(=O)Nc2ccc3c(c2)OCCCO3)c1
134%[activator]	-1%	2%	-5%	1%	3%	-7%	-41%	2%	CC(=O)CC(C)(C)NC(C)=S
-6%	-6%	0%	-9%	0%	21%	-10%	6%	4%	O=C(c1ccccc1)c1ccc(C(=O)N2CCOCC2)cc1
9%	-7%	31%	10%	4%	-15%	?	-4%[59 µM]	-4%	CC(=O)Nc1ccc(S(=O)(=O)N2CCN(C(=O)Cc3ccccc3)CC2)cc1
10%	3%	4%	1%	-1%	34%	?	·	-29%	Nc1[nH]c(=O)[nH]c(=O)c1N=Nc1cccc(Cl)c1
-5%	1%	22%	-7%	-11%	19%	-12%	21%	2%	NNC(=O)C12CC3CC(C1)CC(n1ncnn1)(C3)C2
-23%	3%	0%	2%	-2%	23%	-9%	-8%	0%	O=C(Oc1ccc(-c2nnco2)cc1)c1ccc(Br)o1
8%	0%	11%	·	-3%	?	50µM*	3%[0.0925 µM]	50µM*	O=C1SC(c2ccccc2)=C/C1=C\N1CCCCC1
-10%	4%	-5%	-9%	·	13%	-31%	·	·	COc1cccc(NC(=O)CN(C)CC(=O)Nc2ccc(C)c(S(=O)(=O)N3CCOCC3)c2)c1
-19%	?	6%	-2%	·	9%	-3%	4%[2.33 µM]	7%	Cc1ccc(C(=O)CCC(=O)OCC(=O)Nc2ccc3[nH]c(=O)[nH]c3c2)cc1
0%[58.9 µM]	12%	-4%	-3%	-6%	8%	?	3.2µM*	-12%	COc1ccc(OCCSc2nnc(CC(=O)Nc3cccc(Cl)c3Cl)n2C)cc1
-8%	0%	-1%	1%	·	52%[activator]	2%	·	·	Nc1cnccc1Oc1cccc(C(F)(F)F)c1
9%	-2%	-2%	2%	-3%	24%	0%	-4%	-25%	COc1ccc(-c2nc(CN3CCC(C(=O)N4CCOCC4)CC3)c(C)o2)cc1C
35%[activator]	0%	8%	6%	-6%	18%	-5%	42%	-15%	CC12CC3CC(C)(C1)CC(C(=O)N1CCCC1)(C3)C2
-3%	-1%	0%	6%	-5%	3%	-18%	-9%[0.501 µM]	3%	CN1CCN(C(=O)c2cc(Cl)cc(Cl)c2)CC1
-11%	-13%	5%	3%	-3%	50%[activator]	-7%	8%[59 µM]	-6%	COc1cccc(CN2CC(C(=O)NCCC3=CCCCC3)CCC2=O)c1 (stereo not given)
4%	9%	3%	-10%	0%	26%	-7%	23%[59 µM]	2%	Cc1ccc(CS(=O)(=O)CCC(=O)NC2CC2)cc1
44%[activator]	-1%	-1%	-2%	0%	13%	-5%	22%	9%	C=C(Br)Cn1cnc2ccccc21
7%	-15%	13%	-8%	-14%	34%	-12%	?	?	Cc1nccn1-c1c2c(c(C#N)c3nc4ccccc4n13)CCC2
20%	-1%	-1%	-9%	-2%	31%	-4%	71µM*	-16%	CCCOC(c1ccccc1)(c1ccccc1)C(Oc1nc(C)cc(C)n1)C(=O)O (stereo not given)
0%	16%	1%	-1%	0%	13%	-18%	18%[59 µM]	-18%	Cc1ccc(-c2nn(-c3ccccc3)cc2C(=O)Nc2cccc(S(=O)(=O)N3CCOCC3)c2)cc1

# Taken from the listing for reference:
Pol iota inh	Pin1 inhibitor	GLS inh	PGK inhibitor	BLM inh	HP1b chromo inh	JMJD2A Tudor	G9a block	BAZ2B block	structure
13%	-9%	0%	8%	·	40%[activator]	-3%	·	·	CC1CCCN(C(=O)COC(=O)C2=COCCO2)C1 (stereo not given)
?	?	?	?	-1%&0%	32%&8%	-18%&-23%	27%	0%&-28%	O=C(Nc1cc(-c2ccccc2)sc1C(=O)O)c1cccc(F)c1
40%[activator]	-9%	-4%	-6%	-7%	13%	-18%	20%	-3%	COc1ccc(C(C(=O)NC2CCCCC2)N(Cc2ccco2)C(=O)c2snc(C(N)=O)c2N)cc1 (stereo not given)
-11%	1%	-2%	-2%	0%	22%	-5%	?	-31%	Cc1cc(C)cc(Nc2cc(C)nc3nc(-c4ccco4)nn23)c1
-26%	0%	-1%	-6%	·	24%	-7%	-15%[59 µM]	-4%	CCC(NC(=O)CSc1nnnn1C1CC1)c1ccc(Br)cc1 (stereo not given)
?	?	12%	0%	-7%	-4%	-26%	-13%[59 µM]	-6%	O=C(c1ccco1)N1CCN(c2ncnc3c2[nH]c2ccc(Br)cc23)CC1
19%	-2%	5%	-8%	-3%	?	7%	6%[12.7 µM]	-3%	O=C(Cn1c(C2CC2)nc2ccccc2c1=O)Nc1ccc(Br)cc1
-17%	2%	8%	i	-2%	-10%	?	?	?	COc1ccc(NC2c3ccccc3C(=O)N2Cc2ccco2)cc1OC (stereo not given)
-7%	5%	-25%	-2%	·	16%	-18%	·	·	CCC1CCc2sc(C(=O)N3CCN(c4ccccn4)CC3)cc2C1 (stereo not given)
5%	8%	-1%	4%	-2%	31%	-5%	-19%	8%	CS(=O)(=O)c1cccc(C(=O)Nc2ccc3c(c2)OCCCO3)c1
134%[activator]	-1%	2%	-5%	1%	3%	-7%	-41%	2%	CC(=O)CC(C)(C)NC(C)=S
-6%	-6%	0%	-9%	0%	21%	-10%	6%	4%	O=C(c1ccccc1)c1ccc(C(=O)N2CCOCC2)cc1

# Going on with the list.
Pol iota inh	Pin1 inhibitor	GLS inh	PGK inhibitor	BLM inh	HP1b chromo inh	JMJD2A Tudor	G9a block	BAZ2B block	structure
5%	-1%	5%	-4%	-3%	35%	-19%	-4%	-34%	Cn1c(SCC(=O)NNC(=O)c2ccc(Br)cc2)nnc1-c1cccnc1
-32%	-1%	12%	-7%	-2%	52%[activator]	0%	79µM*	?	Cc1ccc(NC(=S)c2ccncc2)c(C)c1
-6%	-11%	-2%	-9%	-2%	20%	?	?	-39%	CCc1ccc(Nc2oc(C)cc(=O)c2C(C)=O)cc1
19%	4%	-9%	-1%	0%	39%	-17%	-7%[59 µM]	-4%	CCOc1ccc2nc(SC(C)C(N)=O)[nH]c2c1 (stereo not given)
37%&26%[activator]	-1%&0%	-11%&1%	-2%&-6%	-1%&1%	15%&3%	-1%&-15%	21%&2%[59 µM]	8%&3%	COCCCNC(=O)Cn1cnc2sc(C)c(S(=O)(=O)N3CCN(c4ccccc4OC)CC3)c2c1=O
-13%	2%	-4%	i	1%	18%	-16%	-39%[59 µM]	-14%	O=C(COc1ccccc1)NC1=NCCS1
18%	-9%	-5%	·	-2%	48%[activator]	-4%	24%[59 µM]	4%	COc1ccccc1N(CC(N)=O)S(=O)(=O)c1ccc(C)cc1
42%[activator]	0%	-7%	-8%	-2%	22%	-8%	9%	-1%	COc1ccc(/C=C/CN2CCCC(CCC(=O)NCc3ccc(F)c(F)c3)C2)cc1 (stereo not given)
-1%	3%	11%	7%	0%	54%[activator]	19%	9%	0%	Cc1cc(C)c2c(C)nn(-c3ccccc3)c2n1
-8%	12%	8%	-6%	-5%	41%	-20%	-5%[12.7 µM]	3%	C=CCn1c(SCC(=O)Nc2ccc(C(=O)OC(C)C)cc2)nnc1-c1cccs1
18%	3%	-6%	7%	·	20%	-11%	·	·	CCCCn1cnc2c(SCc3cccc(F)c3)nc(N)nc21
24%	19%	3%	5%	-6%	?	35µM*	32µM*	11µM*	CCN(CC)c1ccc(C2Nc3cccc4cccc(c34)N2)c(O)c1
30%[activator]	-1%	7%	·	-9%	35%[activator]	-23%	3%[59 µM]	-5%	CC(=O)Nc1nc(-c2ccccc2)nc(-c2ccccc2OC(C)=O)n1
18%	8%	9%	-7%	0%	31%	-11%	-8%	1%	COc1ccccc1N1CCN(C2CC(=O)N(c3ccc(F)cc3)C2=O)CC1 (stereo not given)
-2%	-7%	-13%	-6%	·	?	79µM*	22%[2.33 µM]	-3%	COc1ccc(NC(=O)c2cc(-c3ccccc3)nc3c2cnn3C(C)C)cc1
15%	-13%	3%	-6%	-5%	-7%	-2%	?	?	COC(=O)c1c(O)c2ccccc2[nH]c1=O

# Profiles, quoted from the list. Values in the order: Pol iota inh | Pin1 inhibitor | GLS inh | PGK inhibitor | BLM inh | HP1b chromo inh | JMJD2A Tudor | G9a block | BAZ2B block
# `CCOc1ccc2nc(SC(C)C(N)=O)[nH]c2c1` (stereo not given) is entered as 19% | 4% | -9% | -1% | 0% | 39% | -17% | -7%[59 µM] | -4%
# `COc1ccccc1N1CCN(C2CC(=O)N(c3ccc(F)cc3)C2=O)CC1` (stereo not given) is entered as 18% | 8% | 9% | -7% | 0% | 31% | -11% | -8% | 1%

# Screens: PubChem, National Center for Advancing Translational Sciences (NCATS)
